PPC-1+TRAIL kill = PPC-1 cancer cell killing with TRAIL present; PPC-1 cells + TRAIL, ATPLite viability luminescence; cell killing (% activity), % at 4 µM; 220,000 tested, 0.41% active; AID 1443;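 active = cell killing above 50% in the first pass at 4 µM, then a duplicate retest at 5 µM averaging 50% or more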;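 note: plate controls were cells with TRAIL plus DMSO for no effect and medium-only wells lacking cells for full effect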
p47phox inh = p47phox (human) inhibition | P14598 | p47phox/p22phox peptide binding, fluorescence polarization, 2 h | inhibition, % at 24.7 µM | 220,000 tested, 0.53% active | AID 1274;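 active = inhibition above about 30%, limit read from the data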;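 note: 0% = p47phox with labelled peptide and 100% = labelled peptide alone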
TNF necrop inh = inhibitors of TNF-alpha induced necroptosis in Jurkat FADD-/- cells. Jurkat FADD-/- TNF necroptosis rescue, ATP luminescence, 24 h; 0 = TNF only, 100 = no-TNF cells. activation (protection from cell death), % at 10 µM. 220,000 tested, 0.068% active. AID 463075;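 active = activation, meaning protection from cell death, of at least 50% relative to plate controls; inactive = activation below 50%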;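 note: necroptosis triggered by 40 ng/mL TNF-alpha added together with compound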
zfTRPN1 agonist = activates the zebrafish TRPN1 channel; activation, % at 3 µM; HEK293 zebrafish TRPN1-YFP, Fluo-8 calcium fluorescence; 100% = response to 87 µM carbachol; 220,000 tested, 0.18% active;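 active = activation above its plate's cutoff, the mean activation of test wells on that plate plus 3 SD, cut at about 19% in these data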;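 note: 0% = DMSO alone and 100% = 87 µM carbachol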
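System: zebrafish TRPN1-YFP in HEK293 cells / Dosing: 3 µM single point / Timing: dye loading 1 h at 37 °C, then 30 min room temperature / Signal: Fluo-8 calcium fluorescence, excitation 470-495 nm, emission 515-575 nm / Read-out basis: percent activation from peak over basal fluorescence ratio, control-normalized / Control set: high carbachol 87 µM, low DMSO alone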
Runt-SMMHC FRET = blocks binding of human RUNX1 Runt domain to CBFb-SMMHC; Q01196+Q13951; Cerulean-Runt/Venus-CBFb-SMMHC FRET ratio 530/480, 1 h; inhibition, % at 20 µM; 220,000 tested, 0.74% active; AID 1434;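 active = mean inhibition across duplicate retests at 20 µM reaching about 50%, limit read from the data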;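 note: 0% = DMSO wells and 100% = wells with excess untagged CBFb-SMMHC; inhibitors lower the FRET ratio by blocking Runt binding to CBFb-SMMHC; some results filed as inactive read as strong as hits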
TRPML3 ag = agonists of human TRPML3 channel | 220,000 tested, 0.29% active | HEK293 TRPML3-YFP, Fluo-8 calcium fluorescence; 100% = the carbachol control signal | AID 1448 | Q8TDD5 | activation, % at 3 µM;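 active = activation above its plate's cutoff, the mean activation of the plate's test wells plus 3 SD, cut at about 12% in these data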;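 note: 0% = DMSO only wells and 100% = carbachol wells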
Target sequence (Q8TDD5 whole entry, looked up): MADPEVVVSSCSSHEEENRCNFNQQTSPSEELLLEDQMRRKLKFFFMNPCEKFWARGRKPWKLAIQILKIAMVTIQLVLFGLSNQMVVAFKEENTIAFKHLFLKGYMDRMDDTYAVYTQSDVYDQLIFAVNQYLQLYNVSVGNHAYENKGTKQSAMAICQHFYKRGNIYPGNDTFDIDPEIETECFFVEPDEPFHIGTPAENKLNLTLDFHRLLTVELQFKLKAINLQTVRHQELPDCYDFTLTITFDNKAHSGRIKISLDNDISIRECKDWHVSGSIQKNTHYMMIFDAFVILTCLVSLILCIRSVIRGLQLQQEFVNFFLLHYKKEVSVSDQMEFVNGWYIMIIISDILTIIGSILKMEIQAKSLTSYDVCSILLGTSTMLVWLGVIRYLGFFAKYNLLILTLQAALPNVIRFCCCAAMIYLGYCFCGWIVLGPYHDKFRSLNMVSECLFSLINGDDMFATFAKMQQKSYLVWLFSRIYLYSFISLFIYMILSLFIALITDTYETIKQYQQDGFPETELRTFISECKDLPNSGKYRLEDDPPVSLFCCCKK
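Test system – HEK293 line with stable expression of human TRPML3-YFP channel · Control set – carbachol 87 µM final as high control (100%), DMSO as low control (0%) · Signal – Fluo-8 calcium dye fluorescence, ex 470-495, em 515-575 nm · Incubation – 1-h 37 °C dye load, 5-s basal, 120-s post-compound reads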
CHOP inhibitor = CHOP inhibition in unfolded protein response | inhibition, % at 10 µM | AID 2732 | 220,000 tested, 3.8% active | CHO-K1 CHOP-promoter luciferase, tunicamycin-induced, 15-18 h;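 active = compounds that reduced the stress-induced luciferase reporter signal by more than about 70% of percent inhibition, limit read from the data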;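 note: 0% = tunicamycin plus vehicle and 100% = wells without tunicamycin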
EBV gp42 inh = blocks Epstein-Barr virus glycoprotein 42 binding. Q1HVG2. Fluorescence polarization binding assay, mP read-out. inhibition, % (tested at 21.74 µM). 220,000 tested, 0.42% active. AID 1085; in the data active = inhibition above about 50%
MDM2 E3 inh = Mdm2 E3 ligase (human) inhibition; 210,000 tested, 0.11% active; cell-based MDM2 ubiquitination luciferase reporter, 2 h; 0 = plate control, 100 = twice control, blank-subtracted; AID 1230; signal enhancement, % at 5 µM; Q00987;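 active = signal enhancement of 30% or more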;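 note: luminescence tracks abundance of the self-degrading MDM2-luciferase fusion protein; higher signal means inhibition of MDM2 E3 ligase activity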
Target sequence (Q00987 whole entry, looked up, the tested form may be a part): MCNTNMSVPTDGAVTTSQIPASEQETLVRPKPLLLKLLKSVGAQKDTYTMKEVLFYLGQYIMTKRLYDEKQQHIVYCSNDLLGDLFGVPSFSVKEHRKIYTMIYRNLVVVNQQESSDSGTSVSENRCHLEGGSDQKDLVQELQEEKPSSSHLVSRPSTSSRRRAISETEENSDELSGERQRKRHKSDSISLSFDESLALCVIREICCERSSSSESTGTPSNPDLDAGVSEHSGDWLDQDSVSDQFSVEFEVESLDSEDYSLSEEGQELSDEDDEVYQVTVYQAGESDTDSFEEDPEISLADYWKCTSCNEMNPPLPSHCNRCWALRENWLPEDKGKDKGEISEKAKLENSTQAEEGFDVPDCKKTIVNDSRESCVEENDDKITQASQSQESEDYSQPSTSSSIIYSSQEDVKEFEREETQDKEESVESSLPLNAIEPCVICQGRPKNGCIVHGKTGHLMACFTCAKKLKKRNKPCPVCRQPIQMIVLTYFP
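System: stable MDM2–luciferase fusion reporter cells / Input: 2000 cells seeded into each well / Schedule: 4 h settle plus 2 h compound, 37 °C / Compound: single-point 5 µM / Buffer or medium: cells held in DMEM / Benchmarks: control and blank well means / Evaluation: percent signal gain over controls, blank-subtracted / Measured by: luciferase luminescence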
Numbers without * were called inactive; nt = no result given.

SMILES	PPC-1+TRAIL kill	p47phox inh	TNF necrop inh	zfTRPN1 agonist	Runt-SMMHC FRET	TRPML3 ag	CHOP inhibitor	EBV gp42 inh	MDM2 E3 inh
CCCCn1nc(C(=O)Nc2ccc(S(=O)(=O)Nc3ncccn3)cc2)c2ccccc2c1=O	8	2	1.5	-0.3	-5	-0.2	2	0	3
Cc1c(CN(C)C(=O)c2ccc(Br)o2)cnn1C	23	-14	-1.0	-0.4	-1	0.5	-1	-3	5
CCC(=O)Nc1ccc(Nc2ccccc2)cc1	-4	-11	-1.6	0.4	2	0.2	-13	12	-5
Cc1cc(NC(=O)CSc2ccc(Cl)cc2)no1	19	-7	8.5	-1.0	3	-1.1	44	-11	-12
C/C(=C\CCC1(C)C2CC3C(C2)C31C)C(=O)O (configuration not stated)	-4	5	1.2	nt	-2	nt	18	-9	-22
CCOC(=O)C(Cc1ccccc1)C(=O)Nc1ccccc1C (configuration not stated)	-9	0	-3.6	-1.4	3	-0.2	3	-17	-9
C/C(=N\NS(=O)(=O)c1ccc(Cl)c([N+](=O)[O-])c1)c1cc2ccccc2o1	30	-11	-1.2	-0.5	5	1.2	-5	9	-15
CC1(C(=O)NCCN2CCOCC2)C=CC2(CCCCC2)N1C(=O)c1ccccc1 (configuration not stated)	12	-6	0.8	1.5	2	-0.1	15	-7	nt
Cc1ccccc1CSCC(Nc1ccc(C(=O)O)cc1[N+](=O)[O-])C(=O)O (configuration not stated)	1	-2	0.9	-0.6	-3	1.1	1	-2	-7
COc1ccc2c(c1)CCc1c(C(=O)NCC(C)C)noc1-2	11	0	-0.3	0.6	1	0.6	-17	0	-37
Nc1nc(-c2ccc([N+](=O)[O-])cc2)cs1	11	-9	-0.4	-0.9	1	-0.9	-20	-6	-6
Cc1cc(C)c2c(n1)sc1c(N3CCN(CCO)CC3)ncnc12	-10	-4	3.6	-0.3	1	0.4	4	-12	-13
C[C@@H]1O[C@@H](OC[C@H]2O[C@@H](Oc3c(-c4ccc(O)c(O)c4)oc4cc(O)cc(O)c4c3=O)[C@H](O)[C@@H](O)[C@@H]2O)[C@H](O)[C@H](O)[C@H]1O	15	-15	nt	0.2	-2	-0.1	20	-9	nt
CC(=O)c1c(N(C)C)ccnc1C(F)(F)F	13	-9	1.8	-1.1	2	1.5	56	-8	-1
CC(C)(C)C1CCC(=NNC(=S)Nc2cccnc2)CC1 (configuration not stated)	19	-8	1.8	0.2	1	0.2	12	-12	-16
COC(=O)Nc1nc(-c2cc(Cl)ccc2Cl)cs1	7	0	3.3	-0.6	-1	0.9	21	-18	-15
FC(F)(F)c1ccccc1/C=N/N1CCN(Cc2ccccc2)CC1	23	-2	2.5	-0.1	-2	0.5	59	-4	2
NC(=O)C1(N2CCCCC2)CCN(C(=S)Nc2ccc(Cl)cc2)CC1	13	-4	-3.5	0.7	4	-0.1	9	-19	-5
CCOc1ccc(NC(=O)C2CC(=O)NC(N3CCc4ccccc43)=N2)cc1 (configuration not stated)	30	-4	0.3	0.1	4	-0.8	5	2	-22
CCOC(=O)C(Sc1ncc(C#N)c(N)n1)C(C)C (configuration not stated)	-18	-12	-0.7	0.1	16	0.7	-7	-15	-11
Cc1cc(-c2nc3ncccc3o2)ccc1NC(=S)NC(=O)C(C)C	14	-7	2.8	0.0	0	0.2	-33	5	-89
Cc1cc([N+](=O)[O-])nn1CCCC(=O)Nc1sc2c(c1C(N)=O)CCC(C)C2 (configuration not stated)	16	-13	1.0	0.3	2	0.9	28	-12	-9
CN(C)c1ccc(N2CN=C3SCC(=O)N3C2)cc1	24	-8	-1.6	-2.0	-10	-0.3	-45	-4	-23
COc1cc(C(=O)OCCCN=C2NS(=O)(=O)c3ccccc32)cc(OC)c1OC	-21	0	1.0	0.5	3	1.0	-5	-12	-7
CNc1[nH]ncc1[N+](=O)[O-]	5	-5	0.3	1.5	7	1.7	-58	-2	-7
COc1ccc(CN(Cc2cc3cccc(C)c3[nH]c2=O)C(=O)N(C)C)cc1	-6	2	-8.7	3.4	2	1.3	10	-19	-2
COc1ccccc1NC(=O)CSc1nnc(Cn2cnc3ccccc32)o1	nt	-7	1.3	-0.1	nt	0.1	-10	-12	-2
Cc1nnc(N2C(=O)C(O)=C(C(=O)c3ccco3)C2c2ccc(C(C)(C)C)cc2)s1 (configuration not stated)	19	-24	-2.2	3.1	-60	1.6	0	40	-1
CC(C)n1c(SCC(=O)Nc2ccccc2N2CCOCC2)nc2c1c(=O)n(C)c(=O)n2C	11	-13	-0.1	-2.0	1	-0.1	-13	-18	12
c1ccc(Nc2c(-c3ccco3)nc3ccccn23)cc1	-1	-2	-2.2	-1.1	0	0.3	0	-12	-14
Cc1nn(Cc2ccccc2Cl)c(C)c1N	2	-6	-2.4	0.1	2	-0.4	6	-10	-14
CC(=O)N(C)c1nnc(-c2ccccn2)s1	10	-14	0.1	0.7	-4	1.0	0	2	-6
CC(C)CC(C(=O)NCC1CCCO1)N(C(=O)Cn1nnc(-c2ccc(F)cc2)n1)c1cccc(C(F)(F)F)c1 (configuration not stated)	-8	-6	-4.3	0.6	-15	0.4	62	-4	-10
CCc1nnc(NC(=O)C2CCCN2S(=O)(=O)c2ccc(F)cc2)s1 (configuration not stated)	-2	7	0.8	0.8	-2	-0.1	24	5	-20
O=C(c1cc(S(=O)(=O)N2CCCCC2)c(Cl)cc1N1CCOCC1)N1CCOCC1	-1	-6	0.6	1.1	-2	0.9	-17	-16	-8
COc1ccc(S(=O)(=O)N(C(C)=O)c2ccc3oc(=O)sc3c2)cc1	2	7	0.3	0.2	58*	-0.2	34	-2	-13

Marked active in Runt-SMMHC FRET, of those listed so far:
structure | p47phox inh | Runt-SMMHC FRET | TRPML3 ag | CHOP inhibitor | EBV gp42 inh
COc1ccc(S(=O)(=O)N(C(C)=O)c2ccc3oc(=O)sc3c2)cc1 | 7 | 58* | -0.2 | 34 | -2

The results go on.
SMILES	PPC-1+TRAIL kill	p47phox inh	TNF necrop inh	zfTRPN1 agonist	Runt-SMMHC FRET	TRPML3 ag	CHOP inhibitor	EBV gp42 inh	MDM2 E3 inh
CN(C)S(=O)(=O)c1cccc(NC(=S)NCCCn2ccnc2)c1	13	-4	0.0	-0.7	0	0.7	6	-7	-8
c1ccc(-n2nnnc2Sc2ncnc3sc4c(c23)CCCC4)cc1	18	-16	-6.6	-0.8	1	1.1	14	-7	-8
COc1ccc(Sc2nc(-c3ccccc3)ncc2C(=O)O)cc1	7	-10	0.5	1.8	0	1.0	11	-19	-20
CC(C)c1ccc2[nH]c(O)c(N=NC(=O)c3cccc(S(=O)(=O)Nc4cccc(Cl)c4)c3)c2c1	6	-17	1.0	0.7	-11	-0.7	2	-22	nt
Cc1oc(-c2ccc(Cl)cc2)nc1CN1CCCC(C(=O)NCc2ccccn2)C1 (configuration not stated)	14	-1	-3.5	0.5	1	-0.5	40	-15	1
COc1ccc(CCNC(=S)NC(=O)c2ccc(Br)cc2)cc1OC	10	-24	1.0	-2.0	0	0.3	42	9	-8
Cc1c(CCOC(=O)CC23CC4CC(CC(C4)C2)C3)sc[n+]1CC(=O)c1ccc(Br)cc1	8	-13	-25	-1.2	4	0.2	-25	-7	-5
Cc1ccc(CNC(=O)CCCNC(=O)c2ccc(Cl)cc2)n1C	15	-7	1.3	0.3	-2	1.1	7	-16	-2
Cn1c(=O)c2c(nc(NCc3cccnc3)n2Cc2cccc(C(F)(F)F)c2)n(C)c1=O	13	-16	-6.2	2.8	0	0.0	28	1	10
COc1ccccc1CNc1ncnc2cc(OC)c(OC)cc12	12	3	4.8	-0.3	3	0.7	22	2	-2
COc1ccc(C2C(C(=O)N3CCCC3)c3cc(OC)c(OC)cc3C(=O)N2C)cc1 (configuration not stated)	23	-2	-0.4	1.6	3	1.0	-2	-17	7
CCOC(=O)c1nc2sc3c(c2c(=O)n1C(C)C(=O)OCC)CCCC3 (configuration not stated)	17	-7	0.0	-1.8	-3	-0.2	35	8	-2
O=C(C1CCN(S(=O)(=O)N2CCOCC2)CC1)N1CCN(c2ccccc2F)CC1	6	-12	-1.6	0.8	0	0.9	11	10	-18
CSc1ccc(C#N)cc1NC(=O)c1ccccc1C	5	4	-0.3	-0.5	-6	0.4	19	-13	-13
CC(=O)c1cc(C#N)c(SCc2ccncc2)nc1C	3	4	0.6	1.1	-2	1.5	65	-10	-21
CC1(C)CC(=O)C2=C(C1)OC(=O)CC2c1cccs1 (configuration not stated)	-13	1	0.7	0.7	-1	0.2	26	-9	nt
S=C(NC1CCCC1)N1CCN(c2cccc(Cl)c2)CC1	30	-5	-0.8	1.1	2	1.1	3	-3	-21
Cc1ccccc1NN=Nc1nc2c([nH]1)c(=O)n(C)c(=O)n2C	-5	1	-2.0	0.3	1	0.8	10	-26	-16
Cn1c(Sc2ccc(Br)cc2)c(C=O)c2ccccc21	-26	-26	-11	0.6	2	-0.6	45	-20	4
C/C(CC(=O)Nc1ccc(Cl)c(C(F)(F)F)c1)=N\NC(=O)c1cccc(O)c1	0	-8	1.8	0.1	-2	0.2	12	3	-19
COC(=O)c1ccc(NC2=CC(=O)CC(C)(C)C2)cc1	7	-3	0.9	0.7	1	0.5	-11	-9	-19
O=C(c1ccc([N+](=O)[O-])cc1)N1CCN=C1SCc1ccccc1	-2	-2	2.0	-1.5	-3	-0.3	25	12	-14
O=[N+]([O-])c1ccc(O)c(-c2nn[nH]n2)c1	-2	-1	0.8	0.3	1	1.1	14	-16	-4
Fc1ccc(N2CCN(Cc3c[nH]c4ccccc34)CC2)cc1	8	0	2.2	1.0	-8	0.6	-4	-16	-9
Cc1ccc(NC(=O)CN(c2ccc3c(c2)OCO3)S(=O)(=O)c2c(C)n[nH]c2C)cc1	nt	-8	-3.3	3.5	-3	0.7	-14	-15	-15
Brc1ccc(-c2noc(COc3ccc4ccccc4c3)n2)o1	-5	-26	1.1	1.1	-5	1.1	46	-6	-17

An excerpt from above in order of their number in EBV gp42 inh, largest number first.
compound	EBV gp42 inh
O=C(c1ccc([N+](=O)[O-])cc1)N1CCN=C1SCc1ccccc1	12
S=C(NC1CCCC1)N1CCN(c2cccc(Cl)c2)CC1	-3
Fc1ccc(N2CCN(Cc3c[nH]c4ccccc34)CC2)cc1	-16

Compound activity from PubChem BioAssay.
